NR2E3 ag-1 = inhibitors of NR2E3-RetCOR corepressor binding, primary screen, NR2E3 agonist project, biochemical, TR-FRET, GST-NR2E3, biotin-RetCOR | Photoreceptor-specific nuclear receptor (Homo sapiens), Q9Y5X4 | 320,000 tested, 0.12% active | inhibition of corepressor binding, % at 4.78 µM | AID 2300, 2010 | 1536-well;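 active = percent inhibition above the cutoff of mean plus 3 SD of all tested compounds, set per screening campaign, cut at about 20% in these data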;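 also: 0% = DMSO wells and 100% = biotin wells as full block of FRET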
Target sequence (Q9Y5X4 whole entry, looked up): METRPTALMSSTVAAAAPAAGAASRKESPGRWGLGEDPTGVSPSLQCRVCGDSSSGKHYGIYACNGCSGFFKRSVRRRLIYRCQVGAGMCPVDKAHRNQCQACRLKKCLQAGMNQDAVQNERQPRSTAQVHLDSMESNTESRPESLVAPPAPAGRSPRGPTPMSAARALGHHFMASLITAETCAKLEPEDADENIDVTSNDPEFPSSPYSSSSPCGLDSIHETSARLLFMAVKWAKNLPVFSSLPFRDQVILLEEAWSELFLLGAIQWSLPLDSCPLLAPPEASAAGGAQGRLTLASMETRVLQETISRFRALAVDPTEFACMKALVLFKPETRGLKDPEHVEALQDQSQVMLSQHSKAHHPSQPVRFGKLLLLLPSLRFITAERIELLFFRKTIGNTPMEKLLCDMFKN
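Format: 1536-well format; test system: GST-NR2E3 and biotin-RetCOR proteins; read-out basis: percent inhibition of TR-FRET ratio; timing: 5 h incubation at 4 °C; detection: time-resolved FRET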
TRPM1 prom inh = inhibitors of MITF-dependent TRPM1 promoter reporter, primary screen, cell-based, SK-MEL-5, single point, luciferase. SK-MEL-5 TRPM1 promoter luciferase, 24 h. inhibition, % at 12.5 µM. 330,000 tested, 0.83% active. AID 488899, 2010;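 active = mean inhibition across replicates of 60% or more, whatever share of single replicates reaches that level; inconclusive = some that reach 60%, reason not given; inactive = mean inhibition across replicates below 60%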; also: values of inactives mirror those of a sister screen read the other way
iPSC survival up = enhancers of single-cell hiPSC survival, primary screen, ATPlite luminescence. 100% = ROCK inhibitor wells, 0% = DMSO. survival enhancement, % at 20 µM. 360,000 tested, 0.044% active; in the data active = survival enhancement above about 18%;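 also: cells exposed to compounds for 16 hours before the ATP read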
LMP1 NFkB inh = EBV LMP1-driven NF-kappaB luciferase reporter inhibitors, primary screen, cell-based, luminescence, single point; inhibition, % at 12.5 µM; 350,000 tested, 0.69% active; LMP1-induced NF-kappaB luciferase reporter cells; in the data active = inhibition above about 41%; inconclusive = no clear call, values can overlap the other calls;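 also: 0% = neutral control wells and 100% = reference inhibitor control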
C8 TRAIL sens = viability loss with TRAIL in NB7+C8 cells, primary screen, TRAIL sensitizer project, cell-based, ATPlite luminescence | AID 624354, 2012 | 360,000 tested, 1% active | inhibition (viability loss, TRAIL sensitization), % at 10 µM;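 active = compounds causing at least 50% loss of cell viability in the single-dose screen, relative to plate controls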
Peg3 promoter = Peg3 promoter-driven luciferase inhibitors, primary screen, cell-based, HeLa, luciferase luminescence. HeLa PEG-Prom luciferase reporter, overnight. inhibition, % at 20 µM. 360,000 tested, 1.7% active. AID 588405, 2011;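 active = inhibition of at least 50% at 20 µM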
NR2E3 ag-2 = NR2E3 agonists in two-hybrid cells, primary screen, cell-based, luminescence, CHO-S, Gal4-NCOR/VP16-NR2E3. AID 602229, 2012. luciferase. inhibition of corepressor binding, % at 3.98 µM. Photoreceptor-specific nuclear receptor (Homo sapiens), Q9Y5X4. 360,000 tested, 0.35% active;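 active = inhibition above the mean of all tested compounds plus 3 SD, cut at about 70% in these data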;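 also: 0% = DMSO with NR2E3 transfected cells and 100% = cells lacking NR2E3 construct; higher means lower luciferase signal from less NR2E3 corepressor binding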
HIF-2a inh = HIF-2a reporter inhibitors, primary screen, luminescence, 786-0 RCC cells; 786-0 RCC cells HIF-2a reporter, luciferase luminescence, overnight; inhibition, % at 18.8 µM; 360,000 tested, 0.72% active; AID 624352, 2012;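 active = inhibition of the luminescence signal of 40% or more relative to plate controls, in a single-dose primary screen at 18.75 µM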
CF NFkB inh = inhibitors of PAF-induced NF-kB signaling, primary screen, cell-based, GFP fluorescence, uHTS. AID 588850, 2011. 360,000 tested, 0.86% active. inhibition, % at 5 µM. KKLEB NF-kB-GFP reporter, GFP fluorescence overnight;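 active = at least 50% inhibition at 5 µM, scaled per plate between neutral and stimulator controls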;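 also: PAF is a Pseudomonas aeruginosa culture filtrate used as stimulus; plate controls were PAF-stimulated DMSO wells for no effect and unstimulated DMSO wells for full effect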
KKLEB cytotox = cytotoxicity in KKLEB CF airway cells, primary screen, cytotoxicity control for CF NF-kB inhibitor project, cell-based, uHTS, fluorescence assay plates; activity change (cytotoxicity), % at 5 µM; KKLEB CF airway cells viability, ATPlite luminescence, overnight; hits give low values; cells stimulated with P. aeruginosa culture filtrate; 360,000 tested, 0.36% active;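 active = corrected activity change at or below -50% at 5 µM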
Shn3 3UTR inh = reduction of Shn3 3'UTR firefly luciferase signal, primary screen, Schnurri-3 inhibitor project, cell-based, Clone20 osteoblasts, set 2. AID 588674, 2011. Clone20 osteoblast Shn3 3'UTR firefly luciferase, 24 h. inhibition, % at 12.5 µM. 360,000 tested, 0.52% active;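 active = mean inhibition of at least 75% with every replicate also reaching 75%; inconclusive = mean inhibition at least 75% but some replicate below; inactive = mean inhibition below 75%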;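 also: 0% = median of neutral control wells and 100% = pilot-screen positive control compound; some compounds past the cut are filed as inactive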
The depositor's hits bear a star; ? = inconclusive; . = no result given. An excerpt; rates above refer to the full screens.

Sequence of screens: NR2E3 ag-2, Shn3 3UTR inh, CF NFkB inh, Peg3 promoter, NR2E3 ag-1, TRPM1 prom inh, HIF-2a inh, iPSC survival up, LMP1 NFkB inh, C8 TRAIL sens, KKLEB cytotox
Cc1ccccc1NC(=S)NCC1CCC(CNC(=S)Nc2ccccc2C)CC1 (stereo unspecified)
    -1, 12, 0, 16, -1, 11, 17, -0.7, 4, -13, -9
CC1CCN(C(=O)CN2C(=O)C(=O)N(C(C)C)C2=O)c2ccccc2S1 (stereo unspecified)
    -22, -6, -11, 16, 4, 4, 1, -0.2, -1, -2, -13
CN(C)c1ccc(NC(=O)c2cccc(N3C(=O)C4C5C=CC(C5)C4C3=O)c2)cc1 (stereo unspecified)
    -18, -19, 5, -27, -5, 6, 10, -0.7, -1, -7, -31
Cc1ccc(S(=O)(=O)N2C[C@H]3n4c(=O)ccc(=O)n4C[C@H](OC(=O)NCC4CCCCC4)[C@@]3(O)C2)cc1
    -11, -14, 40, 94*, ., ., 11, -3.9, 4, 9, -7
Cc1ccc(-c2nnc(SCC(=O)NCC3CCCO3)nc2-c2ccc(C)cc2)cc1 (stereo unspecified)
    -42, -3, 4, 12, ., -2, 17, -0.4, -1, -6, 4
CC(=O)Nc1ccc(SCC(=O)NNC(=O)CN(C)S(=O)(=O)c2ccc(C)cc2)cc1
    -3, -4, -29, 5, ., 7, 11, 0.4, 2, -11, 5
CCC(C)[C@H](NC(=O)N1CCn2c1nc1ccccc12)C(=O)NCc1ccc(OC)cc1 (stereo partly specified)
    -8, 12, -27, 27, 1, 13, 3, 0.2, -1, 16, -2
C[C@H](NC(=O)[C@H](Cc1ccccc1)n1c(=O)[nH]c2ccccc2c1=O)C(=O)N1CCC(C(=O)O)CC1
    -16, 2, -8, 4, -2, -7, 10, -0.4, -1, -9, -5
CS(=O)(=O)CCC(C(=O)Nc1ccc2c(c1)OCO2)N1Cc2ccccc2C1=O (stereo unspecified)
    -56, -34, -16, -95, -3, -21, -98, -0.5, 60*, 4, 0
CCn1c(SCCN2CCOCC2)nc2c1c(=O)n(C)c(=O)n2C
    -20, 23, -3, -5, 2, -5, 17, -0.2, 13, -3, 2
Cc1cc(=O)[nH]c(Nc2cccc(Br)c2)n1
    -17, 0, 37, 31, 6, -6, 23, -0.3, 4, 1, 2
CCOc1ccc(N(CC(=O)N2CCN(c3ccccc3OC)CC2)S(=O)(=O)c2ccc(C)cc2)cc1
    -8, 4, -24, 19, ., -6, 13, 0.4, 0, 16, 5
O=C(CCS(=O)(=O)c1ccc(Cl)cc1)NCCN1C(=O)S/C(=C\c2ccccc2F)C1=O
    -12, 13, -2, -79, 4, -13, -67, -2.0, 16, 8, -7
Cc1nc2sc3c(c2c(=O)n1/N=C/c1cccnc1)CCCC3
    -27, -12, 0, 3, 1, 14, 8, -0.1, 10, 10, -4
O=C1CCc2cc(S(=O)(=O)Nc3ccccc3Cl)ccc2N1
    -4, 7, 6, -4, 1, 4, 7, 0.4, -4, -28, 10
CCC(CC)C(=O)Nc1cccc(C(=O)c2ccccc2)c1
    -16, 18, -9, 6, 3, -3, 7, 1.1, 5, 19, -8
COc1cc(C(=O)N/C(=C\c2cn(C)c3ccccc23)C(=O)N2CCOCC2)cc(OC)c1OC
    2, 4, -23, 7, -2, -10, 3, 0.6, -9, 9, 6
O=C(COC(=O)c1ccc(Cl)nc1)Nc1ccc2c(c1)CCC2
    -15, -7, 32, -3, ., -1, -11, 0.1, -9, -9, -15
CC1(C)CC(=O)C2=C(C1)OC(N)=C(C#N)C2c1ccc[nH]1 (stereo unspecified)
    -3, 8, 9, 10, 3, -1, 1, -3.3, -5, 3, -2
NS(=O)(=O)c1ccc(-c2ccc(/C=C3\NC(=S)NC3=O)o2)cc1
    1, -6, -7, 5, -2, 7, 6, -1.7, 2, -3, -18
CC(=O)Nc1ccc(NC(=O)C(C)OC(=O)c2ccc(N(C)C)cc2)cc1 (stereo unspecified)
    -10, 4, 16, 17, 1, 10, 10, -0.2, -4, -5, -5
CCOC(=O)c1cc(C#N)c(N2CCCC2)nc1-c1ccccc1
    -20, 6, 4, 30, 4, 4, 15, 0.8, 2, 4, 0
N#C/C(=N/Nc1ccc(S(=O)(=O)N2CCOCC2)cc1)C(N)=O
    0, 5, -8, 10, -2, -9, 6, -0.5, -6, 0, 13
COCCCNC(=O)c1csc([C@@H]2C[C@H](O)[C@@H](CO)O2)n1
    -15, -3, 7, 0, ., ., 3, 3.2, ., -9, -11
O=c1cc(-c2ccc(Cl)cc2)nc(N2CCN(c3ccccc3)CC2)[nH]1
    -16, 9, 29, 17, 1, 4, 16, -0.4, -1, 2, -9
CCOC(=O)C1CCCN(Cc2ccc(OCC)cc2)C1 (stereo unspecified)
    1, 5, -1, -8, 2, 3, -6, -0.2, -4, -15, 15
CCn1c(N)nc2ccccc21
    -24, 0, 6, -14, 1, 9, -34, 1.9, 5, 8, 1
CN1CCN(CCNC(=O)Nc2ccc(Cl)cc2)CC1
    6, 1, -22, -3, 2, -3, -16, 0.4, 11, 17, -10
COc1ccc(OC)c(Nc2nc(N)nc(-c3cc4ccccc4o3)n2)c1
    12, 16, -29, -14, 3, -5, -14, -2.3, -9, 22, 5
Cc1ccccc1NC(=O)CNc1ccccc1C(=O)NCc1ccco1
    -27, -9, 6, -3, 4, 4, 0, 1.5, -2, 0, 3
COc1cccc(NC(=O)Cn2c(=O)c3c(ncn3Cc3ccccc3)n(Cc3ccccc3)c2=O)c1
    -12, 15, -13, 0, -6, 12, 4, -2.6, 2, 4, -5
C/C(=N\NC(=O)Cc1ccc(Cl)c(Cl)c1)c1cccnc1
    -11, 10, -4, -18, ., 3, -8, -0.4, 2, -14, -2
CC1C=CCC2C(=O)N(c3ccc(OC(=O)c4cccs4)cc3)C(=O)C12 (stereo unspecified)
    14, -11, -12, -11, 0, -5, 11, -0.6, 3, 1, 4
Cc1nn(CSc2c(F)c(F)c(F)c(F)c2F)c(C)c1[N+](=O)[O-]
    -3, -3, -32, 8, 0, 16, 4, 0.2, 2, 7, -3
Cc1ccc2c(C)nc(Nc3nc(CSc4nc5ccccc5s4)cc(=O)[nH]3)nc2c1
    3, 12, -24, 26, ., 15, -2, 0.0, 9, 15, 1
COc1cccc(OCc2cc(C3Nc4ccccc4C(=O)N3Cc3ccco3)ccc2OC)c1 (stereo unspecified)
    -15, 29, 10, 8, ., 2, 1, -0.8, 2, 5, -2
O=C(c1ccccc1F)N1CCN(S(=O)(=O)c2ccc(S(=O)(=O)N3CCCCCC3)cc2)CC1
    -6, 3, 14, -5, 4, -12, 20, 0.0, -5, -10, -10
O=[N+]([O-])c1ccc(S(=O)(=O)NN=C2CCCCC2)cc1
    -36, 9, 20, -2, ., 0, -3, -3.4, 4, -18, -29
CC(=O)N1N=C(c2ccco2)CC1c1cc2ccc(C)cc2nc1Cl (stereo unspecified)
    5, 12, 7, 29, 0, -4, 15, 0.1, 0, 40, -8
Cn1c(N)c(C(=O)CSc2nc(C3CC3)n(-c3ccccc3)n2)c(=O)n(C)c1=O
    4, -2, 11, 5, -2, 2, 15, 1.2, 2, 11, -9
CC(Sc1ccc(S(=O)(=O)N2CCOCC2)cn1)c1ccccc1Cl (stereo unspecified)
    -1, 22, -12, 26, ., -2, 2, -2.1, 0, 3, 17
Cc1sc(NC(=O)c2ccco2)c(C(c2cccnc2)N2CCCC2)c1C (stereo unspecified)
    2, -21, 9, -21, -3, 11, -39, -1.2, -21, -4, 9
Cc1cc(Br)ccc1NC(=O)CN1C(=S)NC(C)(C)CC1C (stereo unspecified)
    -16, 6, 6, 15, -1, 18, 13, -0.3, -10, -4, -8
O=C(c1cccs1)N1CCCC(c2nc3c(nnn3Cc3ccc(F)cc3)c(=O)[nH]2)C1 (stereo unspecified)
    -17, -7, -1, 12, 0, -7, 23, -0.5, 2, 35, 5
C=CCSC(CC)(CC)C(N)=O
    6, -6, 6, -1, 0, 0, 20, 0.1, 0, 10, -3
CCOC(=O)c1c(C)oc(=O)c(CC)c1O
    -11, -5, 10, 1, ., ., 9, 6.1, -11, 0, -13
O=[N+]([O-])c1cccc(NNS(=O)(=O)c2ccccc2F)c1
    11, 1, 4, 14, 3, 4, 2, 1.1, -56, 28, 1
COc1ccc(F)cc1-c1cc(C(=O)NCc2cccc(C(F)(F)F)c2)[nH]n1
    21, -12, 6, 6, ., ., -28, 5.3, ., 7, -20
NC(=O)c1ccccc1NC(=O)CCc1ccccc1
    -67, -79, 1, -136, 3, -49, -172, -1.3, -8, 9, -4
CCN(CC)c1cc(NCCO)c([N+](=O)[O-])c2nonc12
    0, 18, -4, 10, 2, -3, 3, 5.0, -15, -2, 7
CC1CCCCC1=NNC(=O)c1ccccc1 (stereo unspecified)
    -88, -1, -16, 2, ., ., -2, -2.2, 0, -11, 2
COc1ccc(NC(=O)C2(C)Cc3c(-c4cccc(NC(C)=O)c4)ccnc3O2)cc1 (stereo unspecified)
    19, 26, -29, -10, ., ., 23, -1.7, ., 9, -14
COc1ccc(-c2cc(C(=O)N3CCCc4ccccc43)no2)cc1
    -56, -17, 3, -153, -2, -60, -301, -4.3, -13, 25, -17
Cc1cc(C(=O)COC(=O)COc2ccccc2C#N)c(C)n1CC1CCCO1 (stereo unspecified)
    8, 12, -4, -6, -1, 7, 13, -0.4, 25, -5, 4
C=CCn1c(SCC(=O)Nc2cc(C)on2)nc2ccccc21
    -33, 23, 10, 1, ., ., 5, 0.7, 6, 10, 3
CC(=O)c1cnc(Nc2cccc(C)c2)s1
    -28, -91, -8, -194, 3, -96, -225, -1.5, -27, 2, 18
COCCCN(C(=O)Cc1csc(-c2cccc(Cl)c2)n1)c1c(N)n(Cc2ccccc2)c(=O)[nH]c1=O
    -3, -7, 1, 3, -1, 6, -3, -0.3, 2, 4, -5
COc1ccc(S(=O)(=O)n2cccc2)cc1
    4, -127, -10, 2, -1, ., 9, -0.7, ., -5, -8
CC(=O)c1ccc(OCCCC(=O)N(CCC2=CCCCC2)c2c(N)n(Cc3ccccc3)c(=O)[nH]c2=O)cc1
    8, 11, -25, 6, 1, 8, 20, -0.2, 8, -19, 10
CCC1C/C(=C\c2cc(OC)c(OC)cc2OC)C(=O)/C(=C/c2cc(OC)c(OC)cc2OC)C1 (stereo unspecified)
    -24, ?, 18, 36, -2, 37, 33, -0.8, 13, -4, 11
Cc1ccc(N(CC(N)=O)C2SC(=O)N(C)C2=O)cc1 (stereo unspecified)
    -5, -9, -3, -3, 0, -4, 19, -2.3, 12, 6, -7

Source: PubChem BioAssay (several laboratories)
